# Assay outcomes as filed in PubChem.
# SRC3 TRFRET art: TR-FRET detection interference compounds, artefact control for PPARgamma SRC-3 recruitment agonists, biochemical, TR-FRET ratio | TR-FRET artefact counter-screen, PPARgamma/SRC-3 format; hits give high values | TR-FRET ratio at 8 µM | actives 0.39% (n = 99,000) | AID 1048, 2008; in the data active = TR-FRET ratio above about 2000; also: inactives centre near 1600
# SRC1 TRFRET art: TR-FRET detection interference compounds, primary screen, artefact control for PPARgamma SRC-1 recruitment agonists, biochemical, TR-FRET emission ratio; TR-FRET ratio at 8 µM; actives 0.34% (n = 99,000); AID 1051, 2008; TR-FRET detection artefact counter-screen; hits give high values; in the data active = TR-FRET ratio above about 2300; also: inactives centre near 1800
# An asterisk follows results filed as active.
SMILES,SRC3 TRFRET art,SRC1 TRFRET art
CC1CCCN(C(=S)SCC(=O)c2cc(Br)cc(Br)c2O)C1 (stereo unspecified),1627,1687
Cc1cc(C)n(CC(=O)c2cccc([N+](=O)[O-])c2)n1,1745,1790
N#CNC(=Nc1cccc(F)c1)SCc1cccc(F)c1,1590,1999
Oc1ccc(Br)cc1-c1nc2cnccn2c1NC1CCCC1,1692,2187
CN1/C(=C\C(=O)COC(=O)CNC(=O)c2ccccc2F)C(C)(C)c2ccccc21,1456,1741
C#CCOCCOCCOCCNc1nc(N2CCN(C(=O)[C@H]([C@@H](C)CC)n3cc(CCCN=C(N)N)nn3)CC2)nc(N2CCN(C(=O)[C@H](Cc3ccc(O)cc3)n3cc(CCO)nn3)CC2)n1,1400,1652
Cc1cccc(NC(=S)N(CCCN2CCOCC2)Cc2ccco2)c1,1656,2025
COC(=O)C(CCCCNC(=O)c1ccc([N+](=O)[O-])cc1)NC(=O)c1ccc([N+](=O)[O-])cc1 (stereo unspecified),1511,1848
O=C(CC1CC2CCC1C2)Nc1nc(-c2ccccn2)cs1 (stereo unspecified),1549,2212
COCCCC1CCN(Cc2nc(Cc3ccccc3Cl)no2)CC1,1719,1839
CCC/C=N/Nc1nc2ccccc2s1,1564,1698
N#Cc1ccc(N2Cc3ccccc3C2=NC(=O)c2cccs2)cc1,1669,1834
CCOC(=O)c1c(C)[nH]c(C(=O)NCc2ccco2)c1C,1731,2226
Cc1cc(C(=O)Nc2cc(C)n(Cc3ccc(Cl)cc3)n2)no1,1956,1829
COc1cc(OC)cc(C(=O)N2CCN(Cc3ccccc3[N+](=O)[O-])CC2)c1,1382,1903
CC/C(=N\O)c1ccc(O)c(OC)c1,1570,1801
CCOc1ccccc1CN1CCN(C2CCN(c3ccccc3F)CC2)CC1CCO (stereo unspecified),1419,1722
Cc1cc(C)c(S(=O)(=O)N2CCCOC2CNC(=O)C(=O)NCCc2c[nH]c3ccccc23)c(C)c1 (stereo unspecified),1558,2004
COc1ccc(-c2nc(N)n(C(=O)c3ccco3)n2)cc1,1699,1521
CCOC(=O)C1CCN(C2CCN(Cc3nc(-c4ccccc4)no3)CC2)CC1,1641,1831
Cc1ccc(C(C(=O)Nc2ccc(C(C)C)cc2)N(C)C(=O)c2ccc(=O)[nH]c2)cc1 (stereo unspecified),1720,1776
CCOc1ccc(N2CC(C(=O)NCc3ccc(C)n3C)CC2=O)cc1 (stereo unspecified),1380,1721
COc1ccc(CN2CCn3nc(C(=O)NC(C)C)cc3C2=O)cc1,1569,1874
COc1ccc(N2C(=O)CC3(CCCC3)CC2=O)cc1,1550,1670
O=C(CCc1nnc(Cc2ccc3c(c2)OCO3)o1)NCc1nc2ccccc2s1,1594,1761
COc1ccc(C(c2nnnn2Cc2ccccc2)N2CCN(c3ccccc3)CC2)cc1 (stereo unspecified),1725,1648
O=C(NN1CCOCC1)c1ccc(Cl)s1,1561,1556
CC(C)(O)C(=O)NN(Cc1ccccc1)c1ccccc1,1505,2010
CC(C)n1c(SCC(=O)N2CCCC2)nc2c1c(=O)n(C)c(=O)n2C,1733,1738
COc1ccc(C(=O)CSc2nnc(CNC(=O)c3ccco3)n2C)cc1,1510,1641
Cc1ccc(NC(=O)OCCN2CCN(Cc3ccccc3)CCC2=O)cc1C,1490,1859
NC(=O)CCn1c2ccccc2c2ccccc21,1422,1569
Cc1nn(C)cc1CN(C)C(=O)CCc1nnc(CCC2CCCCC2)o1,1427,1566
COc1ccccc1-c1nnc(NC(=O)c2cccc(N3C(=O)CCC3=O)c2)o1,1654,1920
COc1ccc(NC(=O)c2ccc(NCCCN3CCOCC3)c([N+](=O)[O-])c2)cc1,1377,1548
CC(C)=CCN1CCN(Cc2cnc(-c3ccccc3)s2)CC1CCO (stereo unspecified),1530,1968
CN1CCc2c(sc3c2C(=O)NC(c2ccc(-c4cccc(Cl)c4)o2)N3)C1 (stereo unspecified),1691,2385*
O=C(COc1ccc(S(=O)(=O)N2CCCCC2)cc1)NCC1CCCO1 (stereo unspecified),1558,2168
Nn1c(SCc2cn3cc(Cl)ccc3n2)nnc1-c1ccncc1,1475,1723
COc1ccc(-n2ncc3c(=O)n(Cc4c(F)cccc4Cl)cnc32)cc1,1665,1541

# Gathered by group: the entries above with fluorine (4)
SMILES,SRC3 TRFRET art,SRC1 TRFRET art
N#CNC(=Nc1cccc(F)c1)SCc1cccc(F)c1,1590,1999
CN1/C(=C\C(=O)COC(=O)CNC(=O)c2ccccc2F)C(C)(C)c2ccccc21,1456,1741
CCOc1ccccc1CN1CCN(C2CCN(c3ccccc3F)CC2)CC1CCO (stereo unspecified),1419,1722
COc1ccc(-n2ncc3c(=O)n(Cc4c(F)cccc4Cl)cnc32)cc1,1665,1541

# Next section:
SMILES,SRC3 TRFRET art,SRC1 TRFRET art
COc1ccc(F)cc1C(=O)C1CCCN(C(=O)Cc2c(C)noc2C)C1 (stereo unspecified),1608,1527
COc1cccc(/C=C/C(=C2/C(=O)N(c3ccccc3)N=C2C)c2ccc(Br)cc2)c1OC,1491,1685
O=C(Nc1cccc(F)c1)c1coc(=O)c(Br)c1,1722,2228
Cc1ccc(S(=O)(=O)Nc2cc(=O)[nH]c(SCc3ccccc3Cl)n2)cc1,1618,1610
O=C(Oc1coc(CSc2nnc(NC(=O)c3cccs3)s2)cc1=O)c1ccccc1,1549,1650
S=C(NCCC1=CCCCC1)Nc1ccc(Cl)cc1,1326,1718
O=C(O)c1cccc(-n2cccc2/C=C\[N+](=O)[O-])c1,1650,1981
COc1ccc(OC)c(NC(=O)CSc2nnc(Cn3c(=O)sc4ccccc43)n2C)c1,1517,1837
Cc1ccc(NC(=O)Nc2ccc(F)cc2)cc1Cl,1684,1486
Cc1cccc(N/N=C2/COC(C)(C)CC2=O)c1,1703,1841
N#CC1(C#N)C(C(=O)C23CC4CC(CC(C4)C2)C3)C12CCOCC2 (stereo unspecified),1599,1479
O=C(CNCc1ccc(F)cc1)Nc1ccccc1-c1ccccc1,1575,1878
O=C(O)/C=C/C(=O)Nc1ccccc1SC(F)(F)F,1579,1797
FC(F)c1nnc2c(Cl)cc(C(F)(F)F)cn12,1577,1757
COc1ccc(-c2noc(CN(C)C(=O)Nc3ccccc3)n2)cc1,1580,1942
CC(=O)Nc1ccc(Nc2nc(Cl)nc(Nc3ccc(NC(C)=O)cc3)n2)cc1,1482,1651
CCOC(=O)c1c(C)n2c3c(cc(C)cc13)CCC2,1603,1956
Cc1ccc(C(=O)Nc2ccc(C)c(S(=O)(=O)N(C)C)c2)s1,1583,1772
COc1ccccc1Nc1nc(N)nc(CN2CC(C)CC(C)C2)n1 (stereo unspecified),1760,1901
CCNC(=S)N/N=C/c1ccc(-c2ccccc2)o1,1659,1797

# Molecules shown so far containing two or more sulfur atoms (5):
SMILES,SRC3 TRFRET art,SRC1 TRFRET art
CC1CCCN(C(=S)SCC(=O)c2cc(Br)cc(Br)c2O)C1 (stereo unspecified),1627,1687
Cc1ccc(S(=O)(=O)Nc2cc(=O)[nH]c(SCc3ccccc3Cl)n2)cc1,1618,1610
O=C(Oc1coc(CSc2nnc(NC(=O)c3cccs3)s2)cc1=O)c1ccccc1,1549,1650
COc1ccc(OC)c(NC(=O)CSc2nnc(Cn3c(=O)sc4ccccc43)n2C)c1,1517,1837
Cc1ccc(C(=O)Nc2ccc(C)c(S(=O)(=O)N(C)C)c2)s1,1583,1772

# Back to the main list, starting 3 compounds before the break.
SMILES,SRC3 TRFRET art,SRC1 TRFRET art
Cc1ccc(C(=O)Nc2ccc(C)c(S(=O)(=O)N(C)C)c2)s1,1583,1772
COc1ccccc1Nc1nc(N)nc(CN2CC(C)CC(C)C2)n1 (stereo unspecified),1760,1901
CCNC(=S)N/N=C/c1ccc(-c2ccccc2)o1,1659,1797
O=C(NCCC1=CCCCC1)c1ccc([N+](=O)[O-])cc1,1572,1939
COc1ccc(CNC(=O)COC(=O)[C@H](Cc2c[nH]c3ccccc23)NC(=O)c2cccs2)cc1,1797,1994
COc1cc(C2SCC(=O)N2CCN2CCCCC2)ccc1O (stereo unspecified),1564,2126
CC(NC(=O)/C(C#N)=C/c1ccc(Cl)c([N+](=O)[O-])c1)c1ccccc1 (stereo unspecified),1673,1854
Cn1nnc2cc(C(=O)Nc3ccc4ccccc4c3)ccc21,1719,1907
O=C(COC(=O)/C=C/c1ccccc1[N+](=O)[O-])NCC1CCCO1 (stereo unspecified),1569,1837
C/C(=N\NC(=O)C(=O)N/N=C(\C)c1cccc(O)c1)c1cccc(O)c1,1611,1812
CCNC(=O)OCc1cn(-c2ccc(Cl)cc2)nn1,1680,1695
Cc1ccc(C)c(NC(=O)/C(C#N)=C/c2cn(CC(=O)NCc3ccco3)c3ccccc23)c1,1542,1823
O=C(CSc1nnc2c(n1)[nH]c1ccc(F)cc12)N1CCOCC1,1745,1754
Nc1ccc2nc(SCC(=O)N3CCOCC3)sc2c1,1471,1712
Cc1cc(C)nc(NCCO)n1,1572,1954
COC(=O)c1ccc(CN2C(=O)NC3(CCCCC3)C2=O)cc1,1763,2011
Cc1ccc(N=Cc2cc3c(cc2O)OC(N)=C(C#N)C3c2ccccc2)cc1 (stereo unspecified),1956,2070
Cc1ccc(S(=O)(=O)NCC(=O)N/N=C/c2ccc(Cl)cc2Cl)cc1,1274,1769
O=C(C1=C[C@@H](c2ccc(C(F)(F)F)cc2)C[C@@H](OCc2ccc(CO)cc2)O1)N1CCN(Cc2ccc3c(c2)OCO3)CC1,1521,1831
O=C(Nc1nnc(CSCc2ccccc2F)s1)c1cccc([N+](=O)[O-])c1,1609,1629
O=Nc1c(O)[nH]c2c(F)cccc12,1401,1807
CCN(CC)C(=O)C(=O)c1cn(CCOc2ccccc2)c2ccccc12,1634,1751
NC(=O)C1CCN(CC(=O)Nc2cccnc2Cl)CC1,1471,1729
O=C(c1ccc([N+](=O)[O-])cc1)N1CCN(C(=O)c2cccs2)CC1,1705,1879
COc1cccc(NC(=S)N(CCN(C)C)C(C)c2ccco2)c1 (stereo unspecified),1377,1581
CC(C)CC(COCc1ccc(Cl)cc1)N1CCN(C(=O)c2cccc(C(F)(F)F)c2)CCC1=O (stereo unspecified),1600,1617
O=C(N/N=C/c1ccco1)C1COc2ccccc2O1 (stereo unspecified),1578,1873
CC(C)c1ccc(N(CC(=O)NCc2ccc(F)cc2)C(=O)c2csnn2)cc1,1630,1622
C/C(=N\NC(=O)c1ccc(CSc2nc(C)cc(C)n2)cc1)c1ccco1,1653,2008
Fc1ccc2nc(Nc3nc4c(F)cccc4s3)sc2c1,1601,1861
Cc1ccc(C2=NN=C(NC(=O)CSc3nnc4c5ccccc5n(C)c4n3)SC2)cc1,1526,1980
Cc1cc(=O)n(C)c(=O)n1CCCCOc1ccc([N+](=O)[O-])cc1,1708,1730
Cc1cc(N=Nc2ccccc2)c(NCC(O)C(O)C(O)CO)cc1C (stereo unspecified),1645,1721
O=C(OCC(=O)N1CCN(c2ccccc2)CC1)c1ccc[n+]([O-])c1,1644,1924
O=C(NCCCn1ccnc1)c1cccc(S(=O)(=O)NCc2ccccc2)c1,1643,1655
COc1ccc(-c2nc3nc(SC)nn3cc2C)cc1F,1446,1910
CN1/C(=C\C(=S)NC(=O)c2cccc(Br)c2)C(C)(C)c2ccccc21,1800,1960
COc1ccccc1NS(=O)(=O)c1cccc(C(=O)N/N=C/c2c(C)nn(-c3ccccc3)c2N2CCCC2)c1,1573,1771
CCOc1ccc(C(=O)NCCCN(CC)CC)cc1,1761,2059
Cc1ccccc1C(=O)Oc1cc(N)n(S(=O)(=O)c2ccccc2)n1,1641,1873
O=c1[nH]n2cc(-n3cc([N+](=O)[O-])cn3)cnc2c1Br,1609,1717
CCOC(=O)c1ccc(NC(=O)C23CCC(C)(C(=O)O2)C3(C)C)cc1 (stereo unspecified),1477,1757
CCOc1ccc2[nH]c(=O)c(C(c3nnnn3CC3CCCO3)N3CCc4ccccc4C3)cc2c1 (stereo unspecified),1497,1752
CCc1ccc2oc(-c3ccc(OC)cc3)cc(=Nc3c(C)n(C)n(-c4ccccc4)c3=O)c2c1,1562,1860
Cc1ccc(S(=O)(=O)N2c3ccccc3-c3c(ssc3=S)C2(C)C)cc1,1576,1689
CC1CCN(C2(O)C(=O)Nc3ccc(Br)cc32)CC1 (stereo unspecified),1704,1972
COc1ccc(OC)c(NC(=S)NCc2cccs2)c1,1412,1532
O=C1NC(=O)C(CC(=O)N(Cc2cccs2)C2(C(=O)NC3CCCC3)CCCCC2)N1 (stereo unspecified),1509,1488
CCc1ccc(NC(=O)CO/N=C(\C)c2cc3ccccc3o2)cc1,1628,1916
O=C1C(Cc2ccc(Br)cc2)SC(=Nc2ccccc2)N1c1ccccc1 (stereo unspecified),1560,1848
COc1ccc(C(=O)Nc2cccc(-c3ccc4nncn4n3)c2)cc1,1559,1698
Cn1c(=O)c2c(ncn2CC(=O)OCC(=O)Nc2cc(Cl)ccc2Cl)n(C)c1=O,1632,2144
Cc1ccc(OCCCn2c(=O)oc3ccccc32)cc1,1580,1759
Cc1ccc([N+](=O)[O-])cc1S(=O)(=O)n1ccnc1C,1608,1755
CN(CC(=O)Nc1ccc(N2CCOCC2)cc1)CC(=O)Nc1ccccc1[N+](=O)[O-],1549,1798
CCNc1ccc(S(=O)(=O)N(C)C)cc1NCC(=O)Nc1c(F)cccc1F,1554,2080
COc1cc(C(=S)NCc2ccccc2)cc(Br)c1O,1619,1692
Cc1ccc(OCCC(=O)Nc2ccc(F)c(Cl)c2)cc1,1570,1721
CCOc1ccc2nc(NC(=O)C3CCCO3)sc2c1 (stereo unspecified),1575,1645
Cc1cccc(C)c1NC(=O)C[N+](C)(C)CC(O)COc1cccc2ccccc12 (stereo unspecified),1555,1743
COc1ccccc1-c1nnc(NC(=O)C2=COCCO2)o1,1751,1823
COc1ccc(Nc2nnc(SCC(=O)N3CC(=O)Nc4ccccc43)s2)cc1,1487,1723

# This is a random part of the collection (roughly 0.65% active in at least one column).
